PG9 binder: binders of HIV-1 gp120 antibody PG9, primary screen, biochemical, TR-FRET. AID 624416, 2012. HIV-1 gp120 / PG9 antibody interaction. inhibition, % at 6.7 µM. actives 0.43% (n = 360,000). TR-FRET gp120-PG9 antibody binding; in the data active = inhibition above about 8.5%
TCR CD3 inh: inhibitors of human TCR-CD3 interaction, primary screen, biochemical, fluorescence, TAMRA-labeled TCR probe | inhibition, % at 9.4 µM | actives 0.37% (n = 360,000) | AID 651800, 2012; in the data active = inhibition above about 19%;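 note: recombinant mutant TCR 2C K166C tagged with TAMRA read by polarization; 0% = receptor in buffer alone and 100% = receptor with positive control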
PRMT1 FP inh: PRMT1 methyltransferase inhibitors, primary screen, biochemical, fluorescence polarization; recombinant PRMT1, activity-based probe fluorescence polarization; inhibition, % at 2.79 µM; actives 1.3% (n = 370,000);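 active = inhibition above about 21% made by adding two undisclosed values, limit read from the data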
ABHD4 inh: ABHD4 inhibitors, primary screen, biochemical, fluorescence polarization, mouse. (Lyso)-N-acylphosphatidylethanolamine lipase (Mus musculus), Q8VD66. purified mABHD4, FP-Rh probe fluorescence polarization. inhibition, % at 8.92 µM. actives 0.54% (n = 370,000). AID 720543, 2013;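 active = inhibition exceeding the mean over every tested compound plus 3 SD, cut at about 30% in these data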;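 note: 0% = plate median of compound wells and 100% = S159A mutant with DMSO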
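Assay system: Wild-type mouse ABHD4 protein | Medium: HEPES pH 7.0 buffer, 150 mM NaCl, 0.01% Pluronic F-127 | Incubation: Enzyme–compound pre-incubation 45 min, then probe 60 min, both 25 °C | Technique: Fluorescence polarization with parallel and perpendicular emission, 525/598 nm | Evaluation: % inhibition of FP-Rh probe binding versus controls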
NR1D1 modulator: modulators of Rev-erb alpha DNA binding, primary screen, biochemical, FITC-DNA, fluorescence polarization, uHTS; actives 0.79% (n = 370,000); activity, % at 10 µM; Nuclear receptor subfamily 1 group D member 1 (Homo sapiens), P20393; Rev-erbα–FITC-DNA binding, 90 min;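 active = activity above about 14%, limit read from the data; passing the limit was not always enough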;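 note: 0% = DMSO wells with 35 nM protein and 100% = DMSO wells with 750 nM protein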
HTRA1 inhibitor: HTRA1 serine protease inhibitors, primary screen, biochemical, fluorescence polarization, HTS. recombinant HTRA1, FP-rhodamine activity-based probe. Q92743. AID 504803, 2011. actives 0.5% (n = 340,000). inhibition, % at 5.96 µM; in the data active = inhibition above about 36%;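 note: 0% = enzyme with DMSO and 100% = wells lacking enzyme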
Target sequence (Q92743 whole entry, looked up): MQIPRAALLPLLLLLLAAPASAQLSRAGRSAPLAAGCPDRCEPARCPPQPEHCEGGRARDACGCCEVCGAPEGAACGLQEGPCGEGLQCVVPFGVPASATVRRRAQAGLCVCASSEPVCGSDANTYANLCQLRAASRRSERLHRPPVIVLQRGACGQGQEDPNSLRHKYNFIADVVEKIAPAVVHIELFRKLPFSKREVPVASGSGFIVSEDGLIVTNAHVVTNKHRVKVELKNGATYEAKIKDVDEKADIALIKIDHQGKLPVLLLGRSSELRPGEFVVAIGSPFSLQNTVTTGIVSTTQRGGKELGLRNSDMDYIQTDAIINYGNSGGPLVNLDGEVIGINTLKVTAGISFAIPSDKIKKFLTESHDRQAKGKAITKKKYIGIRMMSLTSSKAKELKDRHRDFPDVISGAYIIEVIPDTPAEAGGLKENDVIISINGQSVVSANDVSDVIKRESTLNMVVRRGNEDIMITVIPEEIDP
SIAE primary: human SIAE inhibitors, primary screen, biochemical, fluorescence polarization, FP-Rh probe, 1536-well HTS; Sialate O-acetylesterase (Homo sapiens), Q9HAT2; SIAE FP-Rh probe binding; inhibition, % at 9.66 µM; actives 0.69% (n = 370,000); AID 1053197, 2014;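 active = inhibition above a cutoff: mean of compounds within the control limits plus 3 SD of those, cut at about 17% in these data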;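 note: 0% = plate median of compound wells and 100% = probe without SIAE protein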
Target sequence (Q9HAT2 whole entry, looked up): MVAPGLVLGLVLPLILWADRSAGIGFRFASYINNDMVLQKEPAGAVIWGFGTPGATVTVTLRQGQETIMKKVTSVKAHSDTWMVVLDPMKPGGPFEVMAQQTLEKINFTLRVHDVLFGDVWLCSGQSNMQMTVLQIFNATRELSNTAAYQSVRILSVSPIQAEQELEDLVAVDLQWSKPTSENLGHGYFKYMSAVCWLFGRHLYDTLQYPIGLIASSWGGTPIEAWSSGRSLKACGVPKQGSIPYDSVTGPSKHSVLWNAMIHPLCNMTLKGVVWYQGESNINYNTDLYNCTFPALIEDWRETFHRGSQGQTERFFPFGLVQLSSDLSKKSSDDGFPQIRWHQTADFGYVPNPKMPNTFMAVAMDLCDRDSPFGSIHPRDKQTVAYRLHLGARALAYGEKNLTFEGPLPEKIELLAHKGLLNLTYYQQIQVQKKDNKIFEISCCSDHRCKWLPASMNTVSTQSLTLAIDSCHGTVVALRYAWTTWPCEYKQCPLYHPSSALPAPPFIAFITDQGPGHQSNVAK
rCAG RNA binder: binders of r(CAG) RNA repeats, primary screen, biochemical, fluorescence. inhibition, % at 3 µM. r(CAG) RNA repeat, TO-PRO-1 dye displacement fluorescence. actives 1.3% (n = 370,000);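 active = inhibition above the plate cutoff, the mean of all test compounds on that plate plus 3 SD, cut at about 35% in these data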;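 note: 0% = DMSO alone and 100% = 100 µM mitoxantrone as full dye displacement; higher means more dye released from RNA so lower well fluorescence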
TDP2 inh: human TDP2 enzyme inhibitors, primary screen, biochemical, epi absorbance, recombinant enzyme | actives 0.34% (n = 370,000) | Tyrosyl-DNA phosphodiesterase 2 (Homo sapiens), O95551 | T5PNP hydrolysis, p-nitrophenol absorbance 415 nm | inhibition, % at 12.8 µM;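 active = inhibition above the mean of all tested compounds plus 3 SD, set per campaign, cut at about 25% in these data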;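 note: 0% = DMSO with enzyme and 100% = buffer with substrate but no TDP2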
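Test system: human TDP2 enzyme; Input: 120 nM TDP2 per well; Buffer or medium: Mg2+-containing Tris-HCl buffer, pH 7.5; Reagent: 5 mM T5PNP; Dosing: 12.8 µM single point, 1% DMSO; Incubation: reaction 2 h, 37 °C; Detection: p-Nitrophenol epi absorbance; Read-out: % inhibition relative to enzyme-containing and enzyme-free wells; Replicates: single well per compound.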
LEDGF integ inh: blockers of LEDGF/p75-dependent integrase strand transfer – biochemical, TR-FRET, high throughput, primary screen; actives 0.64% (n = 370,000); inhibition, % at 3.7 µM; AID 743269, 2014; HIV-1 integrase (with human LEDGF/p75); TR-FRET IN-LEDGF/p75 DNA integration, Eu/Cy5;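 active = inhibition above the screen-wide mean plus 3 SD, cut at about 13% in these data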;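 note: signal is the Cy5 over europium emission ratio at 671 and 618 nm; 0% = plate median of compound wells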
* marks the source's active call; other numbers are inactive results; . = not tested or not shown. The list is partial; count on the stated rates, not on these rows.

The first 3 records (preview)
SMILES | PG9 binder | TCR CD3 inh | PRMT1 FP inh | ABHD4 inh | NR1D1 modulator | HTRA1 inhibitor | SIAE primary | rCAG RNA binder | TDP2 inh | LEDGF integ inh
COc1ccc(N2CC(C(=O)Nc3ccccc3N3CCCC3)CC2=O)c(OC)c1 (stereo unspecified) | -1.5 | -0.3 | 0.9 | 0.2 | -4.0 | 9.2 | -1.0 | -1.3 | 8.0 | 1.8
COc1ccc(CC(=O)N(CCC2=CCCCC2)c2c(N)n(Cc3ccccc3)c(=O)[nH]c2=O)cc1OC | 0.0 | 5.9 | -1.2 | 1.9 | -6.5 | 3.6 | -0.7 | -5.3 | -8.6 | -2.0
CSc1nc(-c2ccco2)nn1C(=O)c1ccco1 | -0.5 | 4.2 | -1.8 | 5.0 | 0.9 | 1.9 | 6.1 | 1.4 | 7.5 | -4.2

The whole of this part, from the first entry:
SMILES | PG9 binder | TCR CD3 inh | PRMT1 FP inh | ABHD4 inh | NR1D1 modulator | HTRA1 inhibitor | SIAE primary | rCAG RNA binder | TDP2 inh | LEDGF integ inh
COc1ccc(N2CC(C(=O)Nc3ccccc3N3CCCC3)CC2=O)c(OC)c1 (stereo unspecified) | -1.5 | -0.3 | 0.9 | 0.2 | -4.0 | 9.2 | -1.0 | -1.3 | 8.0 | 1.8
COc1ccc(CC(=O)N(CCC2=CCCCC2)c2c(N)n(Cc3ccccc3)c(=O)[nH]c2=O)cc1OC | 0.0 | 5.9 | -1.2 | 1.9 | -6.5 | 3.6 | -0.7 | -5.3 | -8.6 | -2.0
CSc1nc(-c2ccco2)nn1C(=O)c1ccco1 | -0.5 | 4.2 | -1.8 | 5.0 | 0.9 | 1.9 | 6.1 | 1.4 | 7.5 | -4.2
COc1cccc(OCC(=O)Nc2ccccc2NC(C)=O)c1 | -0.7 | 5.5 | -2.5 | 4.1 | 3.1 | 2.8 | -3.0 | -0.5 | 8.3 | -2.0
O=c1[nH]c2ccccc2c(O)c1O | -0.2 | 12.5 | 75.0* | -2.0 | -2.9 | 7.0 | 3.5 | 0.3 | 5.3 | -9.0
C=CC[C@@]12C=C(OC)C(=O)C(OC)=C1O[C@H](c1ccc3c(c1)OCO3)[C@H]2C | -1.5 | 4.0 | 3.1 | 3.5 | 2.8 | -5.0 | 6.6 | -1.0 | -4.4 | -2.5
Cc1ccccc1CSc1nccn1-c1ccccc1 | 1.3 | -4.4 | -0.4 | 4.5 | 5.4 | -5.2 | -0.1 | -8.9 | 15.2 | 2.6
CCOC(=O)N1CCN(c2c(NCCCN(CC)c3cccc(C)c3)c(=O)c2=O)CC1 | -2.6 | 8.3 | 0.9 | 5.8 | 3.5 | 1.6 | 2.6 | 2.0 | -2.4 | -2.7
Cc1noc(C)c1C(=O)Nc1ccc2c(c1)CCC2 | 1.3 | -0.5 | 1.4 | 2.1 | 1.4 | 5.3 | 0.2 | -5.7 | -17.7 | 1.7
Cn1cc(Cc2ccc(C(=O)N3CCCCC3)cn2)c2ccccc21 | 0.0 | -3.0 | 7.2 | 2.8 | 2.8 | . | 12.2 | 2.0 | -2.0 | -0.1
O=C(O)CCc1ccc(-c2cccs2)n1NC(=O)c1ccccc1Br | -1.7 | -4.7 | 18.4 | 14.0 | -3.6 | 7.2 | -3.5 | 13.8 | -2.8 | -3.7
COc1ccc(C(=O)O/N=C(/c2cccs2)C(C)(C)C)cc1 | -0.7 | -4.6 | 2.6 | -1.4 | 4.0 | -13.2 | -1.9 | -8.3 | -0.2 | -5.7
O=C(Nc1ccc(N2CCCCCC2)cc1)c1ccc[nH]1 | -8.9 | -4.0 | 3.3 | 7.2 | -3.4 | 14.4 | 1.3 | 3.2 | -1.4 | -7.1
COC(=O)c1ccccc1NC(=O)NCc1ccccc1 | -0.8 | -1.5 | 1.1 | -9.3 | 5.4 | -6.4 | 0.5 | -0.8 | -6.5 | 3.7
COc1ccccc1CN(C)C[C@H]1OCc2cnnn2CCCC(=O)N([C@H](C)CO)C[C@@H]1C | 0.4 | -4.8 | 3.4 | -3.7 | 3.2 | 0.7 | 2.5 | -1.2 | -9.1 | -2.6
COc1cccc(-c2coc3cc4oc(=O)c(CC(=O)O)c(C)c4cc23)c1 | -1.0 | 8.0 | 3.2 | -3.0 | 3.2 | -1.9 | -8.8 | 46.5* | 10.7 | -0.5
CC(=O)Nc1ccc(C2=NN(Cc3nnc(-c4ccccc4)o3)C(=O)SC2)cc1 | -4.1 | 6.5 | 0.5 | -12.3 | 0.2 | -5.3 | -11.0 | 8.3 | -18.8 | 1.1
NC(=O)NC(=O)COC(=O)c1cccc(NS(=O)(=O)/C=C/c2ccccc2)c1 | 0.3 | 5.0 | -2.2 | -5.0 | -2.2 | -5.9 | -4.3 | 3.3 | 4.9 | 1.1
O=C(CN(Cc1ccco1)C(=O)c1ccc([N+](=O)[O-])cc1)Nc1ccccc1C(F)(F)F | -0.9 | 4.1 | -0.2 | 4.8 | -5.2 | 8.8 | 4.4 | 9.9 | -4.5 | 5.4
CCSC(=S)c1c(C)[nH]n(-c2ccccc2)c1=O | 0.9 | -5.8 | 8.1 | 2.0 | 2.8 | 5.7 | 1.4 | 0.4 | 2.4 | 1.0
CCCC(C)NC(=O)COC(=O)c1ccc2c(c1)C(=O)N(Cc1ccco1)C2=O (stereo unspecified) | -0.1 | 4.3 | -0.2 | -0.4 | 2.0 | 2.4 | -3.7 | -1.8 | -8.1 | 1.9
C=CC(O)Cc1c(C)n[nH]c1C (stereo unspecified) | -0.4 | 10.2 | -1.3 | 1.4 | -2.7 | 4.3 | 2.2 | -2.3 | 1.1 | -3.0
CCOC(=O)Cc1nnc(NC(=O)c2ccccc2OC)s1 | -0.8 | 3.4 | 0.4 | 1.9 | -2.1 | -1.8 | 2.3 | -1.5 | 1.1 | 0.4
O=C(c1cccc(F)c1)N1CCN(c2cccc(C(F)(F)F)c2)CC1 | -1.0 | 6.8 | 0.1 | -4.0 | . | -4.4 | -0.9 | -3.6 | -8.5 | 0.0
Cc1ccc(C)c(Cn2nc(-c3cc(C)ccc3C)ccc2=O)c1 | 0.0 | 4.1 | -1.7 | -13.3 | 4.0 | -38.8 | -2.6 | -4.5 | 9.7 | 2.3
CCN(c1ccccc1)S(=O)(=O)c1cccc(C(=O)NCC(c2ccc(F)cc2)N2CCOCC2)c1 (stereo unspecified) | -0.4 | -7.0 | 2.0 | 4.6 | -0.2 | -6.7 | -3.0 | -12.1 | 1.6 | -1.8
Cc1ccc(C(=O)CC(=O)c2cc(Cl)ccc2O)cc1 | -3.1 | 11.1 | -3.5 | 1.9 | -1.0 | -10.3 | 4.0 | 8.7 | -1.5 | 1.1
COc1ccc(-n2c(CSc3nc(C)cc(C)n3)nnc2SCC(=O)Nc2nccs2)cc1 | -3.2 | 5.5 | 1.3 | -4.9 | 0.9 | -0.9 | 1.3 | 0.0 | -6.6 | -2.4
COc1cc(CNC(=O)Nc2cccn3nc(COCCO)nc23)cc(OC)c1OC | -0.2 | -6.6 | 3.3 | 2.7 | -8.5 | . | 5.2 | 0.4 | -3.0 | 1.7
C#CCOCCOCCOCCNc1nc(N2CCN(C(=O)Cn3cc(CCO)nn3)CC2)nc(N2CCN(C(=O)[C@H](C(C)C)n3cc(CCO)nn3)CC2)n1 | -0.9 | 4.5 | 1.1 | 7.5 | 0.5 | -6.2 | -0.7 | -12.9 | -2.4 | -2.6
O=C(Nc1ccc(N2CCOCC2)nc1)c1ccc(F)cc1 | -1.1 | -2.5 | 5.8 | -6.3 | -3.9 | -8.4 | 4.7 | -2.3 | -8.9 | -3.7
COc1ccc(CCNC(=O)NS(=O)(=O)c2ccc(C)cc2)cc1OC | -1.6 | 0.9 | -2.1 | -1.2 | 2.1 | -0.3 | 1.3 | 0.8 | -7.5 | 1.4
CCOc1ccc(C(C)=O)cc1COc1ccc(C)nc1[N+](=O)[O-] | 0.8 | -7.7 | 1.8 | 0.0 | 2.0 | -16.3 | -4.8 | 1.6 | 6.0 | -4.6
COc1ccc(/C=C/C(O)=C2/C(=O)N(C)C3(C)CC2c2ccccc2O3)cc1 (stereo unspecified) | 0.2 | -0.9 | -0.8 | -1.8 | -4.7 | -17.4 | -7.6 | 1.0 | -8.8 | -4.0
CCn1cc(S(=O)(=O)NCc2ccc3c(c2)OCO3)cn1 | -2.0 | 7.3 | -2.2 | -4.9 | 2.9 | 2.2 | -10.3 | 2.9 | -13.5 | 2.8
Cc1ccc(-n2nc(C)c(NS(=O)(=O)c3ccccc3)c2C)cc1C | -1.1 | 10.6 | 1.3 | 1.4 | -2.0 | -4.5 | 2.9 | -2.5 | -4.7 | 1.7
COc1ccc(CC(=O)NC(CC(=O)O)c2ccc(OC)cc2)cc1 (stereo unspecified) | 2.0 | -2.5 | 3.0 | 5.5 | -6.3 | -1.8 | -2.6 | 3.9 | -2.0 | 0.6
O=C1C(=O)C(c2ccccc2)C(=O)C1c1ccccc1 (stereo unspecified) | -1.7 | 5.5 | -2.4 | 3.8 | -5.7 | 1.7 | -0.8 | 29.2 | -3.0 | 0.2
CCC(C)(C)n1nnnc1C(c1cccnc1)N1CCCc2ccccc21 (stereo unspecified) | 0.7 | 3.5 | 1.3 | 6.5 | 1.1 | -3.9 | 3.5 | -8.5 | -5.0 | -1.1
COCCN(C(=O)COC(=O)C1CC1C)c1c(N)n(Cc2ccccc2)c(=O)[nH]c1=O (stereo unspecified) | 2.9 | -9.0 | 5.3 | 3.0 | 8.6 | -1.7 | 1.2 | -5.8 | 7.1 | -1.6
CCN1C(=O)/C(=C/c2nc3ccccc3c(=O)n2-c2ccccc2)c2ccccc21 | 0.1 | 3.7 | -2.7 | 2.5 | 2.0 | 0.5 | 4.8 | 3.7 | 13.3 | -2.3
COc1cc(OC)c(NC(=O)CN(C)S(=O)(=O)c2ccc3[nH]c(=O)oc3c2)cc1Cl | -1.0 | 20.2* | 2.3 | 8.0 | -0.7 | 8.9 | -1.8 | 33.5 | -10.1 | -1.3
CC(C)C(Nc1ccc(C(F)(F)F)cc1[N+](=O)[O-])C(=O)O (stereo unspecified) | -0.4 | -1.1 | -2.2 | -9.6 | -1.8 | -6.5 | -3.0 | 8.5 | -6.2 | 8.4
COc1cccc(CNn2c(-c3cccc(C)c3)nc3ccccc3c2=O)c1 | -1.9 | -6.0 | -2.2 | -19.1 | 5.0 | -26.5 | 0.7 | 0.2 | -23.1 | 4.1

Screening data (PubChem)
